SKN-1 inh: suppressors of acrylamide-induced Pgst-4::GFP reporter in worms, primary screen, SKN-1 inhibitor project, whole organism, uHTS, GFP/RFP fluorescence ratio, strain VP596; AID 624304, 2012; C. elegans VP596 Pgst-4::GFP/RFP ratio, 24 h; 360,000 compounds, 0.49% hits; inhibition, % at 21.8 µM;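 active means interference check ratio from 0.5 to 1.5 plus GFP to RFP signal ratio inhibition reaching or exceeding a fixed threshold, cut at about 30% in these data, passing the limit was not always enough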; further: some compounds called inactive have numbers as strong as hits
bovine MsrA act: bovine MsrA enzyme activators, primary screen, biochemical, absorbance, HTS | purified bovine MsrA, absorbance read-out | AID 602163, 2012 | 360,000 compounds, 0.3% hits | activation, % at 10.6 µM; in the data active means activation above about 7.5%;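 further: 0% = vehicle and 100% = reference activator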
FAS-TE inh: FAS thioesterase domain inhibitors, primary screen, biochemical, fluorescence intensity, uHTS; Fatty acid synthase (Homo sapiens), P49327; recombinant FAS-TE, OMFH fluorogenic substrate, fluorescence endpoint; inhibition, % at 15 µM; 360,000 compounds, 0.67% hits;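 active means compounds whose normalised, plate-corrected inhibition of enzyme fluorescence in the single-dose primary screen is 50% or more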;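 further: 0% = DMSO with enzyme and 100% = substrate without enzyme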
MsrA inhibitor: bovine MsrA enzyme inhibitors, primary screen, biochemical, absorbance, HTS. 360,000 compounds, 0.75% hits. inhibition, % at 15.5 µM. purified bovine MsrA, absorbance read-out. Methionine sulfoxide reductase A (Bos taurus); in the data active means inhibition above about 4.5%;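 further: 0% = vehicle wells with enzyme and 100% = reference inhibitor wells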
E coli Lon inh: inhibitors of E. coli Lon protease, primary screen, biochemical, fluorescence polarization | purified E. coli Lon protease | inhibition, % at 7.94 µM | 360,000 compounds, 0.42% hits | AID 602123, 2011; in the data active means inhibition above about 13%, passing the limit was not always enough;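 further: 0% = enzyme with probe and DMSO and 100% = no enzyme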
Target sequence (P0A9M0 whole entry, looked up): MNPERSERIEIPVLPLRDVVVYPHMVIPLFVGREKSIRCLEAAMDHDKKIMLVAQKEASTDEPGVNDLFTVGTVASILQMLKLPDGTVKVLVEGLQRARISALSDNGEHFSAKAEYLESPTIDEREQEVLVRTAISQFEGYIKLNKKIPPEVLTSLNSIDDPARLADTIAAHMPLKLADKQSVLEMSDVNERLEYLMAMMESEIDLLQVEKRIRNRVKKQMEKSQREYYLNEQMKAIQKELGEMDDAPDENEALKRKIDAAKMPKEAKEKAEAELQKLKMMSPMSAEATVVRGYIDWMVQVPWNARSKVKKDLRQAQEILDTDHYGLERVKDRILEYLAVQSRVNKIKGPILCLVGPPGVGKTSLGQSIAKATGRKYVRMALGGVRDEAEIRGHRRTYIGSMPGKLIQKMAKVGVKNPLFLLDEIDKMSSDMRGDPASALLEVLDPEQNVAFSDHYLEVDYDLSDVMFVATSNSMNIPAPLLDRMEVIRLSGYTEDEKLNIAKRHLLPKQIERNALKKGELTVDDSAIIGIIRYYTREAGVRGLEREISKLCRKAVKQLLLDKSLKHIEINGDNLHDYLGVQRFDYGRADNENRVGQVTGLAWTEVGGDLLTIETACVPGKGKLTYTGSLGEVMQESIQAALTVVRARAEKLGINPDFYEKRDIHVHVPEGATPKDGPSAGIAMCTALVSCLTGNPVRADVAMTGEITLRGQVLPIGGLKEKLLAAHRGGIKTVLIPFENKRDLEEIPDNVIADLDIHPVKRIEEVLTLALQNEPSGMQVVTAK
Neddyl block: inhibitors of cullin neddylation, primary screen, biochemical, TR-FRET, uHTS, NAE and Ubc12. NEDD8-conjugating enzyme Ubc12 (Homo sapiens) + NEDD8-activating enzyme E1 regulatory …. calls only at 25 µM. 360,000 compounds, 0.58% hits; in the data active means inhibition above about 36%
MT1-MMP act inh: blockers of MT1-MMP proenzyme processing, primary screen, HT1080 RFP-PRO-GFP cells, GFP/RFP fluorescence | GFP/RFP ratio fluorescence, overnight; percent of plate control window, DMSO zero | GFP/RFP ratio change, % at 20 µM | 360,000 compounds, 0.061% hits | AID 651647, 2012;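 active means GFP/RFP ratio change of at least 30% with cell ATP level not reduced by more than half and red fluorescence within 50% of control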; further: strong numbers were not always called active
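Material – HT1080 RFP-PRO-GFP cells · Control set – DMSO wells and RFP-L50D-GFP cells · Incubation – overnight cell settling, then overnight compound exposure, 37 °C, 5% CO2 · Compound dosing – single-point 20 µM compound, 1% DMSO · Read-out – GFP/RFP fluorescence ratio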
CendR NRP1 mod: modulators of CendR peptide binding to NRP-1, primary screen, biochemical, fluorescence polarization, uHTS; inhibition, % at 25 µM; FAM-RPARPAR peptide binding to NRP-1; 360,000 compounds, 0.85% hits; AID 602438, 2012;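 active means inhibition or corrected inhibition above about 18%, plus a signal ratio from 0.5 to 1.5, limit read from the data, passing the limit was not always enough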; further: strong numbers were not always called active
Rin1 Abl inh: inhibitors of Rin1-Abl protein binding, primary screen, biochemical, TR-FRET. Tyrosine-protein kinase ABL1 (Homo sapiens) + Ras and Rab interactor 1 (Homo sapiens), …. inhibition, % at 7.35 µM. 360,000 compounds, 0.4% hits; in the data active means inhibition above about 5%, passing the limit was not always enough
* hit, by the source's call; i = inactive; . = not tested or not shown.

SMILES	SKN-1 inh	bovine MsrA act	FAS-TE inh	MsrA inhibitor	E coli Lon inh	Neddyl block	MT1-MMP act inh	CendR NRP1 mod	Rin1 Abl inh
COc1ccc(Cl)cc1S(=O)(=O)N1CCC(C(=O)NC2CCCC2)CC1	6	-3	-1	0.8	5	i	-2	8	0
CC(=O)N1CCN(C(=O)c2ccc(S(=O)(=O)Nc3cccc(C(F)(F)F)c3)cc2)CC1	15	0	-3	-0.1	1	i	-5	3	-4
CCN(CC)S(=O)(=O)c1cccc(C(=O)OCC(=O)NCc2ccccc2OC)c1	11	2	3	-0.6	-3	i	-3	-1	-2
NC(=O)COc1ccc2c3c(c(=O)oc2c1)CCCCC3	15	-4	-4	.	-7	.	0	-9	-2
Cc1ccc(S(=O)(=O)NCC(c2ccc3c(c2)OCO3)N2CCOCC2)cc1 (configuration not stated)	17	0	-4	0.7	-9	i	0	12	-2
O=C1O[C@H](CO)[C@@H](O)[C@H](O)[C@H]1O	9	-1	-2	1.0	2	i	-4	0	-4
Cc1cccc(N(CC(O)CON=C2c3ccccc3-c3ccccc32)S(C)(=O)=O)c1 (configuration not stated)	4	-4	29	-0.2	3	i	-1	17	4
CCN(CC)C(=O)c1ccc(COc2ccccc2Cl)cc1	-26	-10	-12	-1.1	-9	i	1	-3	-1
COc1ccccc1CNC(=O)[C@@H]1CCCN1C(=O)C1CCN(S(=O)(=O)c2ccc(C)cc2)CC1	0	-2	-5	1.6	0	i	1	1	-1
CCN1CCN(S(=O)(=O)c2ccc(Cl)c(C(=O)NC3CC3)c2)CC1	4	-3	-5	0.0	-5	i	-2	8	0
CCOC(=O)N1CCC(n2c(SCC(=O)Nc3nccs3)nc3ccsc3c2=O)CC1	-2	-6	-5	-1.0	3	i	3	-7	6
Cn1c(CN2CCOCC2)c(C#N)c2ccccc21	-18	-2	-6	-0.2	-1	i	11	-6	-2
CCCCCCn1cnc2c(oc3nc4c(cc32)CCCC4)c1=O	-8	-12	13	0.5	3	i	3	-5	-3
CCN1CCN(C(=O)c2ccc(CS(=O)(=O)Cc3ccccc3F)o2)CC1	8	0	-3	-0.9	-1	i	12	13	0
CCOC(=O)C(C)(C)C(=O)C(C)(C)C(O)c1ccccn1 (configuration not stated)	0	-2	-6	-0.4	0	i	0	-12	0
COc1cccc(NC(=O)c2cc([N+](=O)[O-])ccc2N2CCN(C)CC2)c1	1	-4	32	0.8	-7	i	-4	12	-1
Cc1ccccc1N=C1SC(CC(=O)Nc2ccc3ccccc3c2)C(=O)N1Cc1ccccn1 (configuration not stated)	8	1	40	1.0	-9	i	-25	-6	1
Cc1ccc(NC(=O)COC(=O)/C=C/c2ccco2)cc1S(=O)(=O)N(C)C	-3	-4	-2	1.3	-15	i	-1	-21	-5
COc1ccc(OC)c(-c2csc(NC(=O)C3=COCCO3)n2)c1	5	-3	6	-0.8	-5	i	-1	1	2
Cc1nnc(N2C(=O)c3cccc4c([N+](=O)[O-])ccc(c34)C2=O)s1	1	1	-40	4.2	15*	i	-131	12	-5
COc1ccc(CC(=O)O/N=C(\N)c2ccncc2)cc1	8	-1	-4	-0.6	-3	i	1	0	-3
Cn1nccc1C(=O)Nn1cnnc1	11	-1	-2	-1.1	-3	i	-2	-14	3
CC(=O)c1cc(CN2CCN(Cc3ccccc3)C(CCO)C2)cs1 (configuration not stated)	-8	-2	-3	-0.1	1	i	0	10	0
O=C(CSc1cn(CCNC(=O)c2cccs2)c2ccccc12)NC1CCCC1	2	-11	-4	-0.4	-5	i	5	-7	-5
Cc1ccccc1CSc1nnc(C)c(=O)n1N	7	-3	-4	1.0	-3	i	-2	-3	4

Carrying on:
SMILES	SKN-1 inh	bovine MsrA act	FAS-TE inh	MsrA inhibitor	E coli Lon inh	Neddyl block	MT1-MMP act inh	CendR NRP1 mod	Rin1 Abl inh
CC1C=CCC2C(=O)N(c3ccc(Cl)cc3O)C(=O)C12 (configuration not stated)	7	-3	-11	-0.7	-7	i	-5	-10	2
COc1ccccc1NC(=O)Cn1ncc2c1-c1ccccc1OC2	4	0	-2	0.4	-16	i	0	11	2
CC(C)=CCCC(C)CN1CCC(N2CCC(C(=O)NC(C)C)CC2)CC1 (configuration not stated)	-12	-7	-8	-0.6	4	i	1	4	-2
CCOC(=O)COc1ccc2c(c1)c(C(C)=O)c(C)n2-c1ccccc1	-5	-1	3	-0.1	5	i	-2	5	-2
O=C(CCC1CCCN(c2ncccn2)C1)N1CCN(c2ccccn2)CC1 (configuration not stated)	-12	-5	-2	0.3	-9	i	1	0	3
CC(=O)N(Cc1ccc(F)cc1)C1=C(NCc2ccccc2)C(=O)c2ccccc2C1=O	2	4	14	.	0	i	-22	8	-9
CC(=O)N/N=C(\C)c1ccc2c(c1)OCCO2	5	-3	-1	0.2	6	i	-4	0	-4
O=C(CCN1C(=O)/C(=C/c2cccs2)SC1=S)Nc1cccc(O)c1	7	-13	17	0.7	5	i	1	-3	0
Brc1ccc(-c2csc(-c3c[nH]c4ccccc34)n2)cc1	4	-5	34	2.8	-6	i	0	6	-3
CC1(C)CC(=O)CC(=Nc2ccc3[nH]c(=O)[nH]c3c2)C1	17	-3	-6	3.0	0	i	1	-7	-3
CCOc1c2ccc(C(=O)NCc3cc(C(F)(F)F)cc(C(F)(F)F)c3)cc2nn1CCOC	5	-3	1	0.1	3	.	6	12	2
CC1=C(c2ccccc2)[N+](=O)C2(CCCCC2)N1[O-]	5	-3	-9	2.8	10	i	-4	-4	3
CCCCCCNC(=O)CNC(=S)N(Cc1cccs1)C1CCCCC1	22	0	18	-0.2	1	i	.	-1	0
Cc1ccc(N2C(=O)N(CC(=O)Nc3cc(F)ccc3C)C(=O)C2C)cc1 (configuration not stated)	9	0	15	0.9	-12	i	1	-3	4
CCOC(=O)c1[nH]c(C)c(/C(O)=C2\C(=O)C(=O)N(CCCN(C)C)C2c2cccnc2)c1C (configuration not stated)	-20	-3	-8	0.8	0	i	0	-5	-2
CCOC(=O)C1CCCN(C(=O)CCC(=O)Nc2ccc3nc(N4CCOCC4)cc(C)c3c2)C1 (configuration not stated)	8	-7	-7	0.9	-2	.	2	-5	-2
O=C1COc2ccc(C(=O)COC(=O)CNC(=O)c3ccccc3)cc2N1	7	-3	-10	0.2	1	i	1	3	-3
CCOC(=O)c1ccc(COC(=O)CNC(=O)CNC(=O)Cc2ccccc2)cc1	6	-2	-9	0.4	-6	i	2	-5	-3
COc1cccc(NC(=O)CSc2nnc(NC(=O)C3CCC3)s2)c1	7	-2	-1	-0.3	6	i	-3	4	-2
COc1ccc(S(=O)(=O)N(C)C)cc1NC(=O)CN1CCN(C(=O)C2CC2)CC1	-1	-3	-8	0.0	0	i	-1	9	2
Cc1c(NS(=O)(=O)c2cccc(C(=O)NCc3ccc(Cl)cc3)c2)c(=O)n(-c2ccccc2)n1C	9	-6	6	0.2	2	i	-2	2	2
COc1ccc(NS(=O)(=O)c2ccc3nc(COc4ccc(C#N)cc4)[nH]c3c2)cc1	0	-9	5	0.3	-2	i	5	-5	2
CCN(CC)CCNS(=O)(=O)c1ccc(Cl)cc1	4	1	-6	-0.1	7	i	9	1	0
CCn1c(O)c(N=NC(=O)c2ccc(CSc3nncn3C)cc2)c2ccccc21	2	-5	-7	2.8	-7	i	5	-2	-12
Cc1ccc(S(=O)(=O)N2CCC(C(=O)Nc3ccccc3N3CCCC3)CC2)cc1C	-11	-4	14	-0.1	-9	i	-1	-3	-1

Only CendR NRP1 mod, FAS-TE inh and Rin1 Abl inh (2 entries from above):
| compound | CendR NRP1 mod | FAS-TE inh | Rin1 Abl inh |
| --- | --- | --- | --- |
| CCOC(=O)C1CCCN(C(=O)CCC(=O)Nc2ccc3nc(N4CCOCC4)cc(C)c3c2)C1 (configuration not stated) | -5 | -7 | -2 |
| CC(=O)N/N=C(\C)c1ccc2c(c1)OCCO2 | 0 | -1 | -4 |

Next part
SMILES	SKN-1 inh	bovine MsrA act	FAS-TE inh	MsrA inhibitor	E coli Lon inh	Neddyl block	MT1-MMP act inh	CendR NRP1 mod	Rin1 Abl inh
CC(=O)NCC(=O)NNC1CC(=O)N(c2cccc(Cl)c2)C1=O (configuration not stated)	-8	-9	0	0.7	0	i	5	8	-1
COc1ccc(CNC(=O)c2cc3c(C)nc4ccccc4c3o2)c(OC)c1	-6	-1	12	.	3	i	7	-10	1
O=C(NNC(=O)c1cccs1)c1ccc(Br)cc1	20	0	-3	-0.7	-3	i	2	-4	3
COc1ccc(COc2ccccc2C(N)=O)cc1F	6	-4	-5	-0.6	8	i	-2	5	-1
CCOC(=O)c1c(C)c(C(=O)Nc2ccc3c(c2)OCO3)c(C)n1C	17	-2	1	0.6	0	i	4	-7	2
COC(C[C@H](O)[C@@H](C)[C@@H](O)COCc1ccccc1)OC	18	-3	-8	-0.3	0	i	7	16	2
Cn1c(=O)c2c(-c3ccc(C(C)(C)C)cc3)n(N3CCOCC3)cc2n(C)c1=O	0	0	9	-0.6	-6	i	-2	-1	3
CC1CCC2C(=O)N(c3cccc(OS(=O)(=O)c4ccccc4)c3)C(=O)C2C1 (configuration not stated)	1	-4	19	-0.1	-4	i	3	-9	-3
Cc1cc(O)c(C(=O)/C=C/c2ccccc2Br)c(=O)o1	-9	-4	-1	0.4	-47	i	-41	-54	2
Cc1nc2ncnn2c(C)c1CCC(=O)NCc1ccc2c(c1)OCO2	22	-1	-6	0.6	0	i	2	-5	2
O=C(CCN=C1NS(=O)(=O)c2ccccc21)OCc1nnc(-c2ccccc2)o1	10	1	-6	-0.5	-5	i	2	2	0
CCc1nc2c(OCc3c(C)noc3C)cccn2c1N(C=O)Cc1ccccc1	6	-6	-10	0.3	4	i	0	-6	-2
CCn1cc(C(=O)O)c(=O)c2cc(F)c(N/N=C/c3ccccc3[N+](=O)[O-])cc21	10	-6	-2	-0.7	-6	i	-20	-3	-4
CCOC(=O)N(C)c1c(CC)nc2c(OCc3ccc(S(C)(=O)=O)cc3)cccn12	16	-9	10	-0.8	-8	i	-9	-21	1
CCc1nc2ccc(C(=O)Nc3cccc(OC)c3)cn2c1N(CCC(C)C)CCN(C)C	13	-3	-2	-0.8	-6	i	1	4	-2
COc1ccc(NC(=O)c2cc3c(CO)cnc(C)c3oc2=Nc2cccc(F)c2)c(OC)c1	0	-3	-5	0.4	4	i	3	-7	0
COc1cnc(SCc2c(Cl)cccc2Cl)nc1Cl	17	0	34	-0.3	0	i	-7	-19	1
C[C@]12c3[nH]c4ccccc4c3CCN1C(=O)C(CC(=O)NCCN1CCOCC1)C[C@@H]2C(=O)N1CCCCC1 (some centres not stated)	13	1	-8	-0.4	3	i	-3	5	-3
CCCn1c2ccccc2c2cnn(CC(=O)NCCCN3C(C)CCCC3C)c(=O)c21 (configuration not stated)	1	-4	-2	1.8	-2	i	0	11	-1
C=CCNS(=O)(=O)c1ccc(OCC(=O)OCC)cc1	-2	-5	-8	-0.3	0	i	-2	9	3

Entries of single compounds from above.
Cc1ccccc1CSc1nnc(C)c(=O)n1N is listed with SKN-1 inh = 7; bovine MsrA act = -3; FAS-TE inh = -4; MsrA inhibitor = 1.0; E coli Lon inh = -3; Neddyl block = i; MT1-MMP act inh = -2; CendR NRP1 mod = -3; Rin1 Abl inh = 4
CCOC(=O)c1c(C)c(C(=O)Nc2ccc3c(c2)OCO3)c(C)n1C is listed with SKN-1 inh = 17; bovine MsrA act = -2; FAS-TE inh = 1; MsrA inhibitor = 0.6; E coli Lon inh = 0; Neddyl block = i; MT1-MMP act inh = 4; CendR NRP1 mod = -7; Rin1 Abl inh = 2

Assay outcomes from PubChem.
